Myeloid diff MLP – promotes myeloid progenitor differentiation; ER-HoxA9 myeloid progenitors, lysozyme-GFP differentiation, flow cytometry; calls only at 10 µM; 360,000 tested, 1% active;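 active = normalized GFP-positive differentiation at or above the plate's own cutoff, the solvent-only control mean plus 3 SD; inconclusive = no clear call, values can overlap the other calls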;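 note: cells exposed to compound for four days before flow analysis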
Salmonella PhoP GFP – PhoP-dependent GFP reporter repression – Salmonella Typhimurium, primary screen (AID 1863). S. Typhimurium PhoP-regulated promoter GFP reporter, 4 h; higher % means a stronger effect. inhibition, % at 50 µM, or IC50 in µM where a hit was titrated. 300,000 tested, 0.16% active;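 active = inhibition over 29.93%, a cutoff 3 SD above the screen mean, later confirmed by dose response; inconclusive = inhibition over 29.93% but no dose response follow-up; inactive = inhibition at most 29.93% or unconfirmed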;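 note: 0% = low Mg2+ inducing control and 100% = high Mg2+ repressing control; strong numbers were not always called active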
Myeloid diff MLP GFP+ MAC1+ % – second read-out of Myeloid diff MLP, no call of its own (marks repeat the call); GFP+ MAC1+ double positive, %; measured here: differentiation confirmed by MAC1 staining
* = called active by the depositor; i = inactive; ? = inconclusive; . = no result given. These rows are one share of the data. The share of hits here may be higher or lower than overall.

Results follow in this order: Myeloid diff MLP, Myeloid diff MLP GFP+ MAC1+ %, Salmonella PhoP GFP
> Cc1csc(CNc2ncnc3ccc(-c4ccccc4Cl)cc23)c1
    i, 1.5, .
> CN(C(=O)CCN1C(=O)/C(=C/c2ccc(F)cc2)SC1=S)C1CCS(=O)(=O)C1 (stereo not given)
    i, 1.0, .
> O=C1NC[C@H](CCCCN2C[C@H](Cc3ccc(O)cc3)N(CCC3CCCCC3)C(=O)C2=O)N(CCC2CCCCC2)C1=O
    i, 0.4, .
> CCN(CC)c1ncnc2c1ncn2[C@H]1CN(Cc2cccnc2)C[C@@H](CO)O1
    i, 1.6, .
> O=C(Nc1ccc(Cl)cc1)c1csc([C@@H]2O[C@H](CO)[C@@H](O)[C@H]2O)n1
    i, 0.9, .
> CSCCC(c1nc2ccccc2[nH]1)n1c(-c2cc(C(F)(F)F)cc(C(F)(F)F)c2)nc2ccccc21 (stereo not given)
    i, 1.2, .
> CCN1C[C@@H]2[C@@H]3C(=O)N(Cc4ccccc4)C(=O)[C@@H]3[C@](Cc3ccccc3)(C1=O)N2C(=O)c1ccc(C)cc1
    i, 1.8, .
> O=C(Nc1ccccc1)C1=C(Nc2ccccc2)CSC1
    i, 0.4, .
> COc1ccc(S(=O)(=O)N2CCCCC2)cc1NC(=O)c1ccc(CS(C)(=O)=O)cc1
    i, 0.7, .
> OC(CNCc1ccccc1)COc1ccccc1 (stereo not given)
    i, 0.8, .
> CCc1nc2c(OCCOc3ccccc3)cccn2c1N(C)C(=O)c1ccc(C)cc1
    i, 0.8, .
> CN(C)S(=O)(=O)c1ccc(Cl)c(NC(=O)COC(=O)CNS(=O)(=O)c2c(F)cccc2F)c1
    i, 0.9, .
> CC(C)(C)OC(=O)NCCCCCNC(=O)c1[nH]cnc1C(=O)NC1CCN(C(=O)OC(C)(C)C)CC1
    i, 1.1, .
> CC(C)c1ccc(Nc2nc(N3CCOCC3)nc(N3CCOCC3)n2)cc1
    i, 0.5, .
> CCCCn1c(N)c(N(Cc2ccccc2OC)C(=O)C(C)Oc2cccc(Cl)c2)c(=O)[nH]c1=O (stereo not given)
    i, 1.3, .
> OCC1OC(c2ccc(OCc3ccccc3)cc2OCc2ccccc2)C(O)C1O (stereo not given)
    i, 0.7, .
> C[C@@H]1CN([C@H](C)CO)C(=O)c2cc(C#CC3CC3)cnc2O[C@H]1CN(C)S(C)(=O)=O
    i, 0.3, .
> Cc1ccccc1S(=O)(=O)N1C[C@H]2[C@H]3C(=O)N(c4ccccc4)C(=O)[C@H]3CC(=O)[C@H]2[C@@H]1c1ccc(Cl)cc1
    i, 0.5, .
> CSCCC(NC(=O)c1ccc(Cl)cc1Cl)C(=O)NCC(c1cccs1)N(C)C (stereo not given)
    i, 1.0, .
> O=C(COC(=O)Cc1ccc(F)cc1)NC1CCCCC1
    i, 1.5, .
> N#Cc1cccc(NC(=O)c2cc(C3CCCCN3C(=O)c3ccc4c(c3)CCO4)on2)c1 (stereo not given)
    i, 1.9, .
> O=C(N/C(=C/c1cccc(Br)c1)C(=O)N1CCCCC1)c1ccco1
    i, 2.3, .
> COc1ccc(CNC(=O)CCNC(=O)c2ccc(C(C)(C)C)cc2)cc1OC
    i, 0.4, .
> CCCNC(=O)C1(C)CCN(Cc2ccc(C(=O)OCC)cc2)C1 (stereo not given)
    i, 2.7, .
> O=C1CCc2cccc(O)c2N1
    ?, ., .
> CCC(=O)N1CCN(c2cc(N3CCCC3)c(F)cc2[N+](=O)[O-])CC1
    i, 0.5, .
> COc1ccc(N(CC(=O)NCCSc2ccccc2)S(=O)(=O)c2ccccc2)c(OC)c1
    i, 0.9, .
> CC(=O)N1CCN(C(C(=O)Nc2c(C)cccc2C)c2ccccc2OC(F)(F)F)CC1 (stereo not given)
    i, 2.5, .
> O=C1CC(c2ccccc2)=NN1c1ccccc1
    i, 0.7, .
> Nc1nc(SCc2ccccc2Cl)c2ncn(C3OC(CO)C(O)C3O)c2n1 (stereo not given)
    i, 0.5, .
> COc1cccc(C(=O)Nc2ccc3c(c2)OC[C@H](C)N(C(=O)C2CCCC2)C[C@@H](C)[C@@H](OC)CN(C)C3=O)c1
    i, 1.7, .
> COc1cccc(NC(=O)C(C)Sc2nnc(C3CC3)n2C2CC2)c1 (stereo not given)
    i, 0.4, .
> COc1ccc(-c2ccc3c(c2)S(=O)(=O)c2cccc(C(=O)NCc4ccccc4Cl)c2C3=O)cc1OC
    i, 1.7, .
> CC(=O)N/C(=C/c1ccccc1)c1ccccc1
    i, 1.2, .
> CCc1ccc(CN(C)C(=O)c2cc(S(=O)(=O)N3CCOCC3)ccc2N2CCCC2)cc1
    i, 0.3, -2.7%
> COCCn1c(SC(C)C(=O)NCC2CCCO2)nc2sc3c(c2c1=O)CCC3 (stereo not given)
    i, 0.6, 16.5%
> CC1(c2ccccc2)NC(=O)N(CC(=O)N2CCN(S(=O)(=O)c3cccc([N+](=O)[O-])c3)CC2)C1=O (stereo not given)
    i, 0.8, -4.0%
> O=C(NCC(c1ccco1)N1CCOCC1)c1ccc(C(F)(F)F)cc1 (stereo not given)
    i, 0.6, 5.8%
> COc1ccc(N2CCN(S(=O)(=O)CCNC(=O)c3ccco3)CC2)cc1
    i, 1.0, -6.0%
> CCCCn1c(N)c(N(CCOC)C(=O)CCNC(=O)c2ccc(Br)cc2)c(=O)[nH]c1=O
    i, 0.4, 2.3%
> O=C(CS(=O)(=O)c1ccc(F)cc1)NCc1ccccc1
    i, 1.1, 0.7%
> CCOC(=O)C1CCCN(C(=O)c2cn(-c3ccccc3)nc2-c2cccnc2)C1 (stereo not given)
    i, 0.3, 5.1%
> Cc1cnc(C(=O)OC(C)C(=O)c2c(C)[nH]c3ccccc23)cn1 (stereo not given)
    i, 1.0, 6.8%
> CCOC(=O)C1CCN(C(=O)c2ccc(OCC(=O)N3CCOCC3)c(OC)c2)CC1
    i, 0.9, 1.0%
> O=C(CSC1=NS(=O)(=O)c2ccccc2N1)Nc1cccc(F)c1
    i, 1.0, -7.0%
> COc1ccccc1C(CNC(=O)c1ccc(-c2ccccc2Cl)o1)N1CCCC1 (stereo not given)
    i, 0.8, -5.5%
> Cc1cccc(S(=O)(=O)Nc2ccc(-n3c(C)nc4ccccc4c3=O)cc2)c1
    i, 1.1, -0.8%
> O=C(OCCCOC(=O)c1ccc(Br)o1)c1ccc(Br)o1
    i, 0.8, 4.8%
> Cc1ccc(NC(=O)CSc2nc(=O)n(Cc3ccncc3)c3c2CCC3)c(C)c1
    i, 1.0, -3.2%
> O=C(Nc1ccc(Cl)c(C(F)(F)F)c1)[C@@H]1CC=C[C@@H]2CCN(Cc3ccccc3)C(=O)[C@@H]21
    i, 0.4, 4.6%
> Cc1cc(NC(=O)CSc2ccnc(=O)[nH]2)no1
    i, 0.6, 9.9%
> COc1ccccc1N1CCN(S(=O)(=O)c2c[nH]c(=O)[nH]c2=O)CC1
    i, 0.4, -0.6%
> CCN(C(=O)CN1C(=O)c2ccc([N+](=O)[O-])cc2C1=O)C1CCS(=O)(=O)C1 (stereo not given)
    i, 0.2, -1.7%
> O=C(c1cc2ccccc2o1)N(Cc1nnc(-c2ccccc2Cl)o1)C1CC1
    i, 0.6, -4.7%
> CCCCCN(C(=O)CCC(=O)OCc1cccc(Br)c1)c1c(N)n(CCCC)c(=O)[nH]c1=O
    i, 0.2, 8.6%
> CCn1c(=NC(=O)CS(=O)(=O)c2ccccc2)sc2cccc(OC)c21
    i, 2.0, 0.6%
> Cc1nc(N)c2c(Cc3cccc4ccccc34)nn(C(C)(C)C)c2n1
    i, 1.3, 9.7%
> CC(Sc1ncn[nH]1)C(=O)Nc1ccc(Cl)cn1 (stereo not given)
    i, 0.8, 5.9%
> COc1cc(C(=O)NNC(=O)c2ccccc2Br)ccc1OCC(=O)N1CCOCC1
    i, 0.1, -3.6%
> O=C(NCC(=O)N1CCN(c2ccccc2F)CC1)c1ccc(Br)o1
    i, 0.5, -6.7%

The list goes on:
Results follow in this order: Myeloid diff MLP, Myeloid diff MLP GFP+ MAC1+ %, Salmonella PhoP GFP
> COC(=O)[C@@]12CCCN1[C@H](c1ccc(-c3ccc(F)cc3)cc1)[C@H]1C(=O)N(C)C(=O)[C@H]12
    i, 3.6, 1.9%
> C/C(=N\NC(=O)c1cccc(S(=O)(=O)N2CCCC2)c1)c1ccccc1F
    i, 0.8, 7.0%
> CC(C)CC1Nc2ncnc(N3CCCCC3)c2N(Cc2ccccc2)C1=O (stereo not given)
    i, 1.0, 6.4%
> O=C(COC(=O)COc1ccccc1)NCCc1ccccc1
    i, 1.0, -1.4%
> CCOC(=O)N1CCN(C(=O)c2cc(-c3ccncc3)nc3ccccc23)CC1
    i, 0.7, -4.5%
> CC1(C)CC(NC(=O)c2cc(S(=O)(=O)N3CCOCC3)c(Cl)cc2Cl)CC(C)(C)N1
    i, 0.6, 1.4%
> CN(Cc1ccccc1)C(=O)COC(=O)C1CCN(S(=O)(=O)c2ccc(Cl)c(C(F)(F)F)c2)CC1
    i, 1.8, -6.7%
> Cc1onc(-c2ccccc2Cl)c1C(=O)Nc1cccc(S(=O)(=O)NC2=NCCC2)c1
    i, 1.1, -3.9%
> O=C(COC(=O)C1CCC1)Nc1cccc(Cl)c1
    i, 1.5, -4.3%
> CCCSc1ccc([C@@H]2[C@H]3C(=O)N(CC)C(=O)[C@H]3[C@]3(C(=O)OC)CCCCN23)cc1OC
    i, 1.8, -1.4%
> O=C(NCc1cccnc1)C(=O)Nc1cc2c3c(c1)CC(=O)N3CCC2
    i, 0.7, 9.0%
> CC(C)CN(C(=O)c1ccc(-n2cncn2)c([N+](=O)[O-])c1)C1CCS(=O)(=O)C1 (stereo not given)
    i, 0.5, 6.8%
> O=C(NC1CC1)C1=C[C@@H](C2CC2)C[C@@H](OCCCCO)O1
    i, 1.3, -2.7%
> COc1ccccc1NS(=O)(=O)c1cc(NC(=O)CCc2nc3ccccc3c(=O)[nH]2)ccc1C
    i, 1.0, 0.6%
> CCc1noc(C)c1C(=O)Nc1nc(-c2ccc(OC)cc2OC)cs1
    i, 1.2, 14.0%
> CS(=O)(=O)c1ccccc1C(=O)N(CCC1=CCCCC1)c1c(N)n(Cc2ccccc2)c(=O)[nH]c1=O
    i, 0.5, -7.1%
> Cc1cccc(NS(=O)(=O)c2ccc(C(=O)N3CC(C)OC(C)C3)cc2)c1C (stereo not given)
    i, 1.0, -1.5%
> CC(OC(=O)c1ccc(Cl)c(S(=O)(=O)N2CCOCC2)c1)C(=O)Nc1ccc(S(N)(=O)=O)cc1 (stereo not given)
    i, 0.3, -8.5%
> CCOc1ccc(S(=O)(=O)N2CCCC(C(=O)NCc3ccccn3)C2)cc1Cl (stereo not given)
    i, 0.3, -7.4%
> O=C(COC(=O)CSc1ccccc1)NCCNC(=O)COC(=O)CSc1ccccc1
    i, 0.5, -2.2%
> CC(C)(C)c1ccc(OCCC(=O)OCC(=O)NC(=O)NC2CCCC2)cc1
    i, 1.1, 11.6%
> COc1ccc(NC(=O)CSc2nnc3ccc(-c4ccccn4)nn23)cc1OC
    i, 1.3, -4.2%
> Cn1c(C(=O)OCC(=O)NCc2ccc(F)cc2)cc2occc21
    i, 1.5, -5.5%
> CCCCNC(=O)C(=O)NCC1CCCN1S(=O)(=O)c1cccs1 (stereo not given)
    i, 0.8, 2.1%
> COc1cccc(NC(=O)CN(C)C(=O)c2cc(-c3cccc(Br)c3)nc3ccccc23)c1
    i, 0.4, -0.9%
> Cc1csc(SCC(=O)Nc2nccs2)n1
    i, 1.3, -2.5%
> CCCCn1c(N)c(N(CC(C)C)C(=O)CCS(=O)(=O)c2ccc(C)cc2)c(=O)[nH]c1=O
    i, 0.4, 6.9%
> CCOC(=O)C1(CCOc2ccccc2)CCN(Cc2ccc(OC)cc2)CC1
    i, 0.5, -2.2%
> COc1ccc(CCNC(=S)N2CCN(S(=O)(=O)c3ccc(F)cc3)CC2)cc1
    i, 1.1, -4.6%
> Cc1cc(C)cc(OCC(=O)OCC(=O)N2CCc3ccccc32)c1
    i, 0.5, -7.8%
> Cc1ccc(C)c(OCC(=O)NCC(c2ccco2)N2CCCCC2)c1 (stereo not given)
    i, 0.3, -5.8%
> Nc1nc(Nc2ccccc2)nc2c1ncn2[C@@H]1O[C@H](CO)[C@@H](O)[C@H]1O
    i, 4.0, -8.4%
> CN(CC(=O)Nc1cccc(F)c1)C(=O)C1=COCCO1
    i, 0.5, 1.4%
> CCOc1ccc(CCNC(=O)COC(=O)COc2ccc(C(C)=O)cc2)cc1OCC
    i, 0.6, -2.1%
> Cc1ccc(C(=O)N2CCCC(C(F)(F)F)C2)cc1S(=O)(=O)N1CCCCC1 (stereo not given)
    i, 0.9, 10.1%
> CCN(CC)c1ccc(C(=O)NNC(=O)c2cccn2C)cc1
    i, 0.6, -6.0%
> CC(C)(C)OC(=O)N1CCC(CC2CC(c3ccccc3)=NO2)(C(=O)O)CC1 (stereo not given)
    i, 2.9, -2.8%
> CNNCc1ccc(C(=O)NC(C)C)cc1
    i, 1.2, -6.7%

One compound at a time, as listed above.
`CCN(CC)c1ccc(C(=O)NNC(=O)c2cccn2C)cc1` across the screens: Myeloid diff MLP = i; Myeloid diff MLP GFP+ MAC1+ % = 0.6; Salmonella PhoP GFP = -6.0%
`Nc1nc(Nc2ccccc2)nc2c1ncn2[C@@H]1O[C@H](CO)[C@@H](O)[C@H]1O` across the screens: Myeloid diff MLP = i; Myeloid diff MLP GFP+ MAC1+ % = 4.0; Salmonella PhoP GFP = -8.4%

Screening results from PubChem BioAssay.
